KB-V1 cytotox: qHTS assay for MDR1-selective chemotherapeutics: Primary screen using the drug-selected MDR subline cells KB-V1. actives 3.4% (n = 400,000). AID 1347076, 2019. Potency, µM (highest dose often 46.1 µM), inactives show at the top dose activity change, negative = cytotoxicity, usual class: cytotoxic. KB-V1 MDR cells viability, CellTiter-Glo, 72 h; also: potency is read from the fitted curve at half-maximal effect; % is scaled to controls: 0 for no effect and ±100 for the full control effect; nearly all actives have a fitted effect of over 60% in size
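In this primary screen, KB-V1 cells overexpressing P-gp are incubated with library compounds (lowest to highest concentration) for 72 h at 37 degrees C before a luminescent ATP viability read.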
SW480 rereplic: A quantitative high throughput screen for small molecules that induce DNA re-replication in SW480 colon adenocarcinoma cells. Potency, µM (top dose mostly 46.1 µM), without a hit: at the top dose re-replication activation, hits mostly activators. actives 1.8% (n = 340,000). AID 624297, 2012. SW480 DNA re-replication, Hoechst DNA content imaging, 48 h; also: potency is read from the fitted curve at half-maximal effect; % of control where 0% means no effect; nearly all actives have a fitted effect of over 55% in size
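Hoechst fluorescence of nuclei (405 nm excitation, 500-530 nm emission) measured by plate-scanning imager after 48 hr compound exposure at 37 C; re-replication scored as increased number of nuclei with elevated intensity.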
IL-1B inflam inh: qHTS for Inhibitors of Inflammasome Signaling: IL-1-beta AlphaLISA Primary Screen. THP-1 LPS/ATP IL-1B secretion, AlphaLISA, 16 h; active compounds read low. activity change, % at 57.5 µM. actives 4.7% (n = 360,000). AID 743279, 2014; in the data active = activity change below about -50%; inconclusive = mostly about -30% to -49%; also: % is scaled to controls: 0 for no effect and ±100 for the full control effect
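Secreted IL-1B measured by AlphaLISA bead assay after 16 h compound exposure of THP-1 cells; compounds (final up to 57.5 uM) added 1 h before LPS (250 ng/mL) and ATP (1.25 mM) stimulation; lower signal means less secretion.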
MCF10A rerep: A quantitative high throughput screen for small molecules that induce DNA re-replication in MCF 10a normal breast cells; MCF 10A DNA re-replication, Hoechst nuclear intensity, 48 h; Potency, µM (highest dose often 46.1 µM), for inactives: at the highest dose activity, positive = re-replication, hits mostly activators; actives 2.9% (n = 350,000); also: potency is read from the fitted curve at half-maximal effect; % of control where 0% means no effect; nearly all actives have a fitted effect of over 50% in size
HT1080 IDH1KD tx: qHTS for induction of synthetic lethality in tumor cells producing 2HG: qHTS for the HT-1080-IDH1KD cell line | HT-1080 IDH1 knockdown viability, ATP luminescence, 48 h | Potency, µM (top dose mostly 46.1 µM), for the others: top-dose activity, negative = toxicity, actives largely listed as cytotoxic | actives 2% (n = 360,000) | AID 686971, 2013;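 also: potency is read from the fitted curve at half-maximal effect; 0% = DMSO wells and -100% = cell-free medium wells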
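% activity derives from luminescence (CellTiter-Glo), normalised to DMSO and no-cell wells. HT-1080-IDH1KD cells, 750/well, had 48 h compound exposure at 37 °C.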
KB-3-1 tox: qHTS assay for MDR1-selective chemotherapeutics: Primary screen using the parental adenocarcinoma cell KB-3-1; KB-3-1 viability, CellTiter-Glo ATP luminescence, 72 h; AID 1347075, 2019; Potency, µM (titrated, usually from 46.1 µM), for inactives: at the highest dose activity change, negative = cytotoxic, usual class: cytotoxic; actives 1.4% (n = 400,000); also: potency is read from the fitted curve at half-maximal effect; % is scaled to controls: 0 for no effect and ±100 for the full control effect; nearly all actives have a fitted effect of over 60% in size
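Using CellTiter-Glo luminescence, growth of non-resistant KB-3-1 adenocarcinoma cells is assessed 72 h after pin-tool compound addition at 37 °C. Normalized responses across the concentration series yield fitted curves.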
ATXN2 expr inh: Primary qHTS for Inhibitors of ATXN expression; actives 0.72% (n = 360,000); HEK-293 ATXN2-luciferase reporter, luminescence, 24 h; Potency, µM (titrated, usually from 57 µM), for the others: at the top dose activity change, negative = inhibition, usual class: inhibitors; also: potency is read from the fitted curve at half-maximal effect; % is scaled to controls: 0 for no effect and ±100 for the full control effect; nearly all actives have a fitted effect of over 55% in size
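ATXN2-luciferase reporter cells (luciferase flanked by upstream and downstream ATXN2 gene portions) were treated 24 h at 37 °C with compounds at up to 57 uM. SteadyGlo luminescence gave expression; GF-AFC fluorescence gave viability.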
S2 tox: Viability Counterscreen for Primary qHTS for Inhibitors of ATXN expression; actives 0.49% (n = 400,000); Potency, µM (series often up to 56.7 µM), actives largely listed as cytotoxic; AID 651635, 2014; S2 cells (HEK-293 line with an ATXN2-luciferase reporter) viability, CellTiter-Fluor protease fluorescence, 24 h; also: potency is read from the fitted curve at half-maximal effect; nearly all actives have a fitted effect of over 40% in size
HT1080-NT tox: qHTS for induction of synthetic lethality in tumor cells producing 2HG: qHTS for the HT-1080-NT fibrosarcoma cell line; HT-1080-NT fibrosarcoma viability, CellTiter-Glo ATP luminescence, 48 h; actives 1.6% (n = 360,000); AID 686970, 2013; Potency, µM (series often up to 46.1 µM), for inactives: at the top dose activity, negative = less viability, most hits filed as cytotoxic;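 also: NT is the 2HG producing partner of a matched IDH1 knockdown line; potency is read from the fitted curve at half-maximal effect; 0% = DMSO-treated cells and -100% = media-only wells without cells; nearly all actives have a fitted effect of over 55% in size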
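Viability by CellTiter-Glo luminescence after 48 h compound exposure at 37C of HT-1080-NT cells (750/well, RPMI, 5% FBS). % activity scaled between DMSO wells and medium-only wells, then curve-fitted and categorized by curve class.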
* hit, by the source's call; i = inactive; u = inconclusive; x = not tested or not shown; [ ] = dose if it differs, or a comment. Unless noted, calls follow the shape of the dose curve; as a rule, active = well fitted curve in the direction sought with a large enough effect; inconclusive = small, poorly fitted or top-dose-only effect, or another doubt; inactive = no such curve, though single readings can be large; an effect the other way counts as inactive or inconclusive.

SMILES	KB-V1 cytotox	SW480 rereplic	IL-1B inflam inh	MCF10A rerep	HT1080 IDH1KD tx	KB-3-1 tox	ATXN2 expr inh	S2 tox	HT1080-NT tox
C/C(Cn1nnc([N+](=O)[O-])n1)=N\NC(=O)c1ccncc1	u	u	46	-25%	-30%	-3%	u	u	0%
COc1ccccc1NS(=O)(=O)c1cc(NC(=O)c2ccccc2F)ccc1N1CCOCC1	u	-3%	1	-3%	-6%	-8%	4%	i	-1%
CC(NC(=O)C1CCN(Cc2ccc(Oc3ccccc3)cc2)CC1)c1cccc2ccccc12 (stereo unspecified)	-12%	x	-24	x	10µM*	-13%	0%	u	u
CC/C(=N/O)C(=O)c1ccc(Br)cc1	-10%	23%	18	7%	-5%	0%	-36%[11.3 µM]	u	-15%
COc1ccc(C2c3c(oc4ccccc4c3=O)C(=O)N2c2ccccn2)cc1 (stereo unspecified)	-1%	3%	4	2%	-3%	-17%	-2%	i	-5%
CCN(CC)S(=O)(=O)c1ccc(Cl)c(NC(=O)COC(=O)/C=C/c2cc(OC)c(OC)c(OC)c2)c1	9%	-4%	29	0%	-2%	4%	3%	i	0%
CCCC(=O)Nc1sc(C)c(-c2ccc(OC)cc2)c1C#N	-30%	u	9	-7%	0%	2%	-13%	i	5%
COc1cc(C2C(C(=O)/C=C/c3ccccc3)=C(O)C(=O)N2c2ccccn2)ccc1O (stereo unspecified)	8%	u	8	u	-7%	15%	35%	i	-3%
CCO[C@H]1OC(C(=O)NC2CC2)=C[C@@H](C)[C@@H]1CCCO	-20%	-8%	32	14%	0%	-20%	2%	i	2%
O=C(NNC(=O)C1CC1c1ccccc1)c1ccccc1F (stereo unspecified)	2%	-17%	7	6%	7%	-4%	5%[11.3 µM]	i	-6%
O=C(NCCCN1CCOCC1)c1csc2c1CCCC2	10%	-1%	18	3%	-21%[9.24 µM]	7%	4%	i	4%
COc1ccccc1C1C2=C(N=C3SCC(=O)N31)c1ccccc1CC2 (stereo unspecified)	u	-7%	-1	1%	2%[9.24 µM]	7%	-22%	u	7%
CCCC(c1nnnn1CCOC)N1CCN(c2cccc(OC)c2)CC1 (stereo unspecified)	8%	-2%	-6	0%	6%	-1%	-25%	u	9%
COc1ccc(CNC(=O)CN(c2cc(C(F)(F)F)ccc2Cl)S(C)(=O)=O)cc1	5%	x	x	x	x	-2%	-3%	i	x
COc1cc(C(C(=O)NC2CCCC2)N(CCO)C(=O)Cn2nnc(-c3ccc(C)o3)n2)ccc1O (stereo unspecified)	-2%	-2%	-3	19%	-2%	-2%	-4%	i	9%
O=C(NCc1ccccc1)c1nccnc1CO	11%	-5%	1	1%	18%	13%	-12%	i	9%
CCn1c(CNc2ccc(Cl)cc2)nnc1SCC#N	-11%	5%	19	2%	10%	2%	x	i	11%
COc1ccc(NC(=O)c2ccc3c(c2)C(=O)N(Cc2cccnc2)C3=O)cc1	-1%	-4%[9.22 µM]	50	-2%	8%	15%	4%	i	10%
COc1cccc(NC(=O)CN(C)C(=O)c2ccc(COc3ccccc3)cc2)c1	u	14%	9	8%	-12%	-25%	5%	i	-12%
Cc1cccc(NC(=O)NCC(c2ccco2)N2CCCCC2)c1 (stereo unspecified)	7%	u	-15	3%	-3%	-8%	4%[11.3 µM]	i	-9%
O=C(NCCCN1CCOCC1)/C(=C/c1cccnc1)NC(=O)c1ccccc1	8%	4%	-5	3%	-1%	-3%	-13%	x	-1%
O=C(N/N=C/c1ccc2nccnc2c1)c1ccc(Br)cc1	-1%	u	0	0%	-3%	0%	x	x	-2%
C=CCn1c(C)nnc1SCC(=O)N1c2ccccc2NC(=O)C1(C)C	13%	x	-2	x	0%	34%	x	i	5%
Cc1cccc(N=C2NC(=O)CS2)c1C	3%	-8%	14	-3%	-9%	3%	7%	i	-2%
C=CCc1cccc(CNn2cnnc2)c1O	1%	-10%	-8	0%	10%	7%	3%	i	13%
CCOCCCNC(=O)c1c[nH]c2ccc(S(=O)(=O)Nc3cccc(Cl)c3C)cc2c1=O	u	x	x	x	x	-4%	4%	i	x
COC(=O)N(C)C[C@@H]1OCc2cn(nn2)CCCC(=O)N([C@H](C)CO)C[C@H]1C	0%	x	-7	x	19%	0%	2%	i	19%
COc1ccc(-c2cc(C(F)(F)F)nc(-n3cc(Cl)cn3)n2)cc1	23µM*	u	x	u	3%	-7%	-19%	i	u
CC1CCCN(c2csc3ccccc3c2=O)C1 (stereo unspecified)	17%	x	x	x	x	0%	64%[activator]	i	x
CCC(C)Sc1nc2c(c(=O)n1C)SC(C)C2 (stereo unspecified)	32%	-17%	17	13%	10%	23%	-7%	i	16%
Cn1cc(CNC(=O)C2CCCCC2)cn1	9%	-1%	9	-3%	-4%	23%	7%	i	1%
Cc1ccc(CSCCNC(=O)CN(c2cccc(C)c2C)S(=O)(=O)c2ccccc2)cc1	u	x	x	x	x	-2%	-10%	i	x
CCn1c(CCNC(=O)c2ccc(Cl)c(Cl)c2)nnc1SCCOc1ccc(OC)cc1	5.8µM*	-1%	-17	-1%	u	21µM*	u	u	u
CCN(CC)c1ncnc2c1ncn2[C@H]1CN(Cc2ccc(OC)cc2)C[C@@H](CO)O1	-7%	x	-24	x	0%	-2%	-10%	i	1%
Cn1cc(CNC(=O)c2cc(COc3ccc4c(c3)CCCC4)on2)cn1	x	12%	-8	20%	0%	x	1%	u	2%
Cc1ccc(NC(=O)COC(=O)c2nn(C)c(=O)c3ccccc23)cc1F	27%	u	10	3%	10%	1%	8%	i	1%
COc1ccc(C(=O)NCCn2ccc3ccccc32)cc1	8%	0%	-16	5%	16%	-1%	58%[activator]	u	11%
CCOc1ccc2nc(Cl)c(CN(C(C)=O)C3CCCCC3)cc2c1	u	3%	0	-7%	11%	0%	x	i	23%
O=C(Nc1c2c(nn1-c1ccc(F)cc1)CS(=O)C2)c1ccc2c(c1)OCO2 (stereo unspecified)	-4%	-1%	2	2%	-1%	-5%	-8%	i	-4%
COc1cc(C(=O)NCCC(=O)N2CCCCC2)cc(OC)c1OC	12%	-2%	18	3%	-1%	6%	14%	i	6%
CC(C)Oc1ccc(CN2CCC(n3nccc3NC(=O)CCc3ccccc3)CC2)cc1	-22%	u	0	3%	-9%	-6%	-15%	i	-2%
Cc1c(C(=O)N2CCOCC2)sc(NC(=O)c2ccccc2F)c1C#N	12%	1%	5	-2%	12%	3%	2%	i	-14%
COc1ccc(NC(=O)CCNC(=O)c2ccco2)cc1OC	-5%	-5%	-14	0%	13%	-2%	2%	i	13%
COc1cccc(-c2nn(-c3ccccc3)cc2CN(C)C(C)c2ccncn2)c1 (stereo unspecified)	u	3%	-20	3%	-9%	20%	-1%[11.3 µM]	i	-14%
COc1ccccc1-c1n[nH]c(=S)n1-c1ccccc1	6%	3%[9.22 µM]	42	-3%	8%	0%	2%	i	18%

Rewritten bar-delimited: 13 of the compounds above
Compound | KB-V1 cytotox | SW480 rereplic | IL-1B inflam inh | MCF10A rerep | HT1080 IDH1KD tx | KB-3-1 tox | ATXN2 expr inh | S2 tox | HT1080-NT tox
CCn1c(CCNC(=O)c2ccc(Cl)c(Cl)c2)nnc1SCCOc1ccc(OC)cc1 | 5.8µM* | -1% | -17 | -1% | u | 21µM* | u | u | u
CCN(CC)c1ncnc2c1ncn2[C@H]1CN(Cc2ccc(OC)cc2)C[C@@H](CO)O1 | -7% | x | -24 | x | 0% | -2% | -10% | i | 1%
Cn1cc(CNC(=O)c2cc(COc3ccc4c(c3)CCCC4)on2)cn1 | x | 12% | -8 | 20% | 0% | x | 1% | u | 2%
Cc1ccc(NC(=O)COC(=O)c2nn(C)c(=O)c3ccccc23)cc1F | 27% | u | 10 | 3% | 10% | 1% | 8% | i | 1%
COc1ccc(C(=O)NCCn2ccc3ccccc32)cc1 | 8% | 0% | -16 | 5% | 16% | -1% | 58%[activator] | u | 11%
CCOc1ccc2nc(Cl)c(CN(C(C)=O)C3CCCCC3)cc2c1 | u | 3% | 0 | -7% | 11% | 0% | x | i | 23%
O=C(Nc1c2c(nn1-c1ccc(F)cc1)CS(=O)C2)c1ccc2c(c1)OCO2 (stereo unspecified) | -4% | -1% | 2 | 2% | -1% | -5% | -8% | i | -4%
COc1cc(C(=O)NCCC(=O)N2CCCCC2)cc(OC)c1OC | 12% | -2% | 18 | 3% | -1% | 6% | 14% | i | 6%
CC(C)Oc1ccc(CN2CCC(n3nccc3NC(=O)CCc3ccccc3)CC2)cc1 | -22% | u | 0 | 3% | -9% | -6% | -15% | i | -2%
Cc1c(C(=O)N2CCOCC2)sc(NC(=O)c2ccccc2F)c1C#N | 12% | 1% | 5 | -2% | 12% | 3% | 2% | i | -14%
COc1ccc(NC(=O)CCNC(=O)c2ccco2)cc1OC | -5% | -5% | -14 | 0% | 13% | -2% | 2% | i | 13%
COc1cccc(-c2nn(-c3ccccc3)cc2CN(C)C(C)c2ccncn2)c1 (stereo unspecified) | u | 3% | -20 | 3% | -9% | 20% | -1%[11.3 µM] | i | -14%
COc1ccccc1-c1n[nH]c(=S)n1-c1ccccc1 | 6% | 3%[9.22 µM] | 42 | -3% | 8% | 0% | 2% | i | 18%

High-throughput results (PubChem)

Compounds as they come; overall some 11% were active at least once.
